GC-A act = GC-A (human) enzyme activation; P16066; HEK293 GC-A cells, cGMP TR-FRET, EC30 ANP; 0% at EC30 ANP, 100% saturating ANP; activation, % at 10 µM; actives 0.14% (n = 370,000); in the data active = activation above about 40%
UHRF1 binding = UHRF1 methyl-DNA binding inhibition; Q96T88; UHRF1 binding to methylated oligo, TR-FRET; inhibition, % at 4.4 µM; actives 0.75% (n = 370,000); in the data active = inhibition above about 21%;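 also: UHRF1 SRA domain binding a hemimethylated CpG hairpin DNA probe; 0% = median of test compound wells and 100% = reference inhibitor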
SIAE inh = blocks human sialic acid acetylesterase. Q9HAT2. inhibition, % at 9.66 µM. AID 1053197. SIAE FP-Rh probe binding, fluorescence polarization. actives 0.69% (n = 370,000);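 active = inhibition above a cutoff: mean of compounds within the control limits plus 3 SD of those, cut at about 17% in these data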;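 also: 0% = plate median of compound wells and 100% = probe without SIAE protein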
Target sequence (Q9HAT2 whole entry, looked up): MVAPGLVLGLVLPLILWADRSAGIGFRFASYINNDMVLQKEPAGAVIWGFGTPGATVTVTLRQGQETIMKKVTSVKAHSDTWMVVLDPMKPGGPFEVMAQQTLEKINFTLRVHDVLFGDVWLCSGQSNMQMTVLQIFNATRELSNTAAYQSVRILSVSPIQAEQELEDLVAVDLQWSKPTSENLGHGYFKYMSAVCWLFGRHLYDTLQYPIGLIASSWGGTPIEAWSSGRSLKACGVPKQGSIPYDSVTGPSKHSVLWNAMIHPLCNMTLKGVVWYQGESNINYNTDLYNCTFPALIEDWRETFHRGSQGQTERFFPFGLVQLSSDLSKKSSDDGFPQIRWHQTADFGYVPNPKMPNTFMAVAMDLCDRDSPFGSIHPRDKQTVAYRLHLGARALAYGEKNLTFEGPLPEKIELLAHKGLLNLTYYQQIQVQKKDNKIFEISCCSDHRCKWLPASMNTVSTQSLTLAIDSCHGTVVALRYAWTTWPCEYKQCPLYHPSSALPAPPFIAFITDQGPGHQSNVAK
PRMT1 FP inh = blocks human protein arginine methyltransferase 1 | inhibition, % at 2.79 µM | actives 1.3% (n = 370,000) | Q99873 | recombinant PRMT1, activity-based probe fluorescence polarization | AID 652257;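 active = inhibition above about 21% made by adding two undisclosed values, limit read from the data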
Target sequence (Q99873 whole entry, looked up): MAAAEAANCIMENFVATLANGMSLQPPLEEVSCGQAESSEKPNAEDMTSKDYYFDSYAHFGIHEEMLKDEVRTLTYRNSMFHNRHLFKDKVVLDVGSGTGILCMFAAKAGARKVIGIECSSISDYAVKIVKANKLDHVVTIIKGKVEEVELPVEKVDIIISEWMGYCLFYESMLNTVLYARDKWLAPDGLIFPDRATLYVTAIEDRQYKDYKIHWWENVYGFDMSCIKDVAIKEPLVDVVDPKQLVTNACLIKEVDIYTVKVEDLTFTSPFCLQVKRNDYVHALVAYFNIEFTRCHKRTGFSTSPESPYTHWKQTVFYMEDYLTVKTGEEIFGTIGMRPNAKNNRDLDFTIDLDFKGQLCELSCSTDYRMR
MBD2 DNA inh = blocks human MBD2 binding to methylated DNA; Q9UBB5; TR-FRET, MBD2 binding to methylated oligonucleotide; inhibition, % at 4.4 µM; actives 0.31% (n = 370,000); AID 686964; in the data active = inhibition above about 13%
TCR CD3 inh = human TCR-CD3 binding inhibition. TAMRA-labeled TCR probe fluorescence, biochemical. inhibition, % at 9.4 µM. actives 0.37% (n = 360,000). AID 651800; in the data active = inhibition above about 19%;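 also: recombinant mutant TCR 2C K166C tagged with TAMRA read by polarization; 0% = receptor in buffer alone and 100% = receptor with positive control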
ABHD4 inh = ABHD4 (mouse) inhibition, primary FP screen; actives 0.54% (n = 370,000); purified mABHD4, FP-Rh probe fluorescence polarization; inhibition, % at 8.92 µM; Q8VD66;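 active = inhibition exceeding the mean over every tested compound plus 3 SD, cut at about 30% in these data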;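 also: 0% = plate median of compound wells and 100% = S159A mutant with DMSO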
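system = mouse ABHD4 enzyme, wild type | medium = HEPES pH 7.0, NaCl, Pluronic buffer | also added = FP-Rh probe | incubation = Enzyme–compound pre-incubation 45 min, then probe 60 min, both 25 °C | technique = fluorescence polarization, excitation 525 nm, emission 598 nm, BODIPY TMR filters | controls = S159A mutant high control, sample median low control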
NPR2 activator = GC-B (human) receptor activation. actives 0.11% (n = 370,000). AID 1920062. activation, % at 10 µM. HEK293-GC-B cells, CNP EC30, cGMP TR-FRET; 0% at EC30 CNP, 100% saturating CNP. P20594;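 active = activation at 10 µM reaching about 35% in either raw or pattern-adjusted values, limit read from the data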
HTRA1 inhibitor = HTRA1 (human) protease inhibition | AID 504803 | recombinant HTRA1, FP-rhodamine activity-based probe, fluorescence polarization | actives 0.5% (n = 340,000) | inhibition, % at 5.96 µM; in the data active = inhibition above about 36%;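 also: 0% = enzyme with DMSO and 100% = wells lacking enzyme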
rCAG binder = binds r(CAG) RNA repeats. actives 1.3% (n = 370,000). r(CAG) RNA repeat, TO-PRO-1 dye displacement fluorescence. inhibition, % at 3 µM;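 active = inhibition above the plate cutoff, the mean of all test compounds on that plate plus 3 SD, cut at about 35% in these data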;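 also: 0% = DMSO alone and 100% = 100 µM mitoxantrone as full dye displacement; higher means more dye released from RNA so lower well fluorescence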
Starred values were filed as active, the others as inactive; / = not tested or not shown.

1) O=C(CNC1CCCCC1)Nc1ccc(S(=O)(=O)N2CCCCC2)cc1
2) COc1ccc(Cl)cc1NC(=O)CNCc1cccs1
3) CCOc1cccc(OCCCNCCCOC)c1
4) C[C@@H]1COC(=O)CCC/C=C\C[C@@H](CC(=O)N(CCO)Cc2ccccc2)C(=O)N1
5) c1ccc(-c2ccccc2OCCCCn2ccnc2)cc1
6) CCOc1ccc2[nH]c3c(NCCCOC)ncnc3c2c1

Compound	1	2	3	4	5	6
GC-A act	-2	-1	3	5	-3	-1
UHRF1 binding	-2	1	-2	5	0	4
SIAE inh	-1	-1	5	-7	-7	-3
PRMT1 FP inh	0	2	0	-2	2	3
MBD2 DNA inh	3	6	-3	4	-1	3
TCR CD3 inh	4	-5	6	-9	4	-6
ABHD4 inh	-4	14	15	-8	5	1
NPR2 activator	4	0	-1	0	0	1
HTRA1 inhibitor	-3	-10	2	2	0	7
rCAG binder	1	-3	3	2	-9	8

7) CCOC(=O)C1CCN(C(=O)COC(=O)CSc2ccc([N+](=O)[O-])cc2)CC1
8) O=C(CSc1nnc(CNC(=O)c2ccco2)o1)Nc1ccccc1
9) COc1ccc(-c2cc(C(=O)Nc3cc(S(N)(=O)=O)ccc3C)c3ccccc3n2)cc1OC
10) CC(C)OCC(O)Cn1c(N2CCCC2)nc2c1c(=O)[nH]c(=O)n2C (centres undefined)
11) O=C(CSc1nnc(CNC(=O)c2c(F)cccc2Cl)o1)NC1CCCC1
12) CC(=O)c1cccc(NC(=O)COC(=O)c2ccc3c(c2)OCO3)c1

Compound	7	8	9	10	11	12
GC-A act	4	2	-1	0	4	2
UHRF1 binding	-2	3	0	4	4	0
SIAE inh	-2	4	-32	-3	-2	1
PRMT1 FP inh	2	-2	2	1	5	-1
MBD2 DNA inh	0	4	7	-3	2	3
TCR CD3 inh	5	6	-8	2	-5	-4
ABHD4 inh	6	2	-39	1	-3	-2
NPR2 activator	1	1	3	4	-2	-3
HTRA1 inhibitor	0	11	-23	-6	6	0
rCAG binder	-3	-1	23	-4	-1	-1

13) CCOc1ccc(CN2CCN(Cc3cccc4c3OCO4)CC2CCO)cc1 (centres undefined)
14) COC(=O)c1cc(Cl)ccc1NCC(N)c1ccccc1 (centres undefined)
15) COc1ccc(CC(NC(C)=O)C(=O)NC2CCN(c3nc(C)cc(C)c3C#N)CC2)cc1OC (centres undefined)
16) CC(=O)Nc1ccc(NC(=O)C(C)OC(=O)C(C)SCC(=O)Nc2ccc(F)cc2)cc1 (centres undefined)
17) O=C(Nc1ccc(S(=O)(=O)N2CCCCC2)cc1)C1CC(=O)N(c2ccccc2)C1 (centres undefined)
18) O=c1c2ccccc2c(C=Nc2ccc(Cl)cn2)c(O)n1-c1cc(Cl)ccc1N1CCOCC1

Compound	13	14	15	16	17	18
GC-A act	-4	-23	-2	-1	1	6
UHRF1 binding	2	-3	1	-1	0	-3
SIAE inh	-9	7	-1	-5	-6	1
PRMT1 FP inh	4	4	-5	-2	0	0
MBD2 DNA inh	6	7	3	-2	0	-2
TCR CD3 inh	-6	0	7	6	4	-11
ABHD4 inh	-4	1	2	0	-5	4
NPR2 activator	1	-15	-3	-2	5	-2
HTRA1 inhibitor	-2	/	2	-10	-7	4
rCAG binder	-15	5	-8	-2	2	2

19) O=C(CSc1cccc2cccnc12)N/N=C/c1cccc(O)c1
20) CCCCNC(=O)c1ccc2nc(CC)c(N(C)Cc3ccc(OC)cc3)n2c1
21) CC1Cc2ccccc2N1C(=O)CSc1nnc(-c2ccccc2)c(-c2ccccc2)n1 (centres undefined)
22) O=[N+]([O-])c1ccccc1Nc1ccccc1[N+](=O)[O-]
23) Cc1ccccc1-c1cnc(C(O)c2ccc(F)c(F)c2)[nH]1 (centres undefined)
24) COc1ccc(CCNc2nc3ccccc3n3nnnc23)cc1OC

Compound	19	20	21	22	23	24
GC-A act	-1	9	-2	-10	2	7
UHRF1 binding	0	0	-3	3	-2	-5
SIAE inh	-3	1	-3	-8	3	1
PRMT1 FP inh	3	2	0	-3	-4	1
MBD2 DNA inh	0	3	2	-6	1	-1
TCR CD3 inh	4	-4	9	-1	0	3
ABHD4 inh	-6	-5	1	-7	-12	6
NPR2 activator	2	19	-1	-2	4	4
HTRA1 inhibitor	-9	/	-18	2	/	4
rCAG binder	2	1	7	-1	1	0

25) CC(C)N1CC(COc2ccccc2Cl)OC1=O (centres undefined)
26) CN(C(=S)NC1=CCS(=O)(=O)C1)C1CCCCC1
27) COc1cc(NC(=O)c2ccc(Cl)cc2)c(OC)cc1NC(=O)CN1CCOCC1
28) CCN(CC)c1ccc(/C=C/C(=O)c2ccc(Br)cc2)cc1
29) Cc1nc(N2CCCCC2)c2c(C)c(C(=O)Nc3cccc(C(F)(F)F)c3)sc2n1
30) O=C(Nc1ccccc1F)c1ccc(Cn2cc(Br)cn2)cc1

Compound	25	26	27	28	29	30
GC-A act	-2	1	1	10	-5	-7
UHRF1 binding	1	-1	3	-5	2	4
SIAE inh	-2	8	15	-27	3	-4
PRMT1 FP inh	-1	-1	-3	-17	-1	-1
MBD2 DNA inh	3	2	-3	2	0	3
TCR CD3 inh	3	5	-6	-7	9	2
ABHD4 inh	-3	5	-3	-22	-9	-4
NPR2 activator	2	7	5	-7	2	4
HTRA1 inhibitor	3	6	-8	-8	-23	-15
rCAG binder	-5	-2	-1	-3	-3	-2

31) CCN(CC)C(NC(=O)Cc1ccccc1)C(Cl)(Cl)Cl (centres undefined)
32) CN(C)C(=O)c1ccc(NC(=O)c2cncc(Br)c2)cc1
33) Nc1ccc(C(=O)OCC(=O)Nc2ccc3c(c2)OCO3)cc1[N+](=O)[O-]
34) O=C(NCC(=O)N1CCN(c2ccccc2O)CC1)c1ccccc1
35) O=C1CC(c2ccccc2)CC(O)=C1C=NCc1ccc(Cl)cc1 (centres undefined)
36) Nc1ccc(N2CCN(C(=O)c3ccco3)CC2)cc1

Compound	31	32	33	34	35	36
GC-A act	-1	2	4	0	-1	-2
UHRF1 binding	2	1	-1	-2	2	-4
SIAE inh	-2	11	2	8	6	5
PRMT1 FP inh	4	-2	3	-1	0	3
MBD2 DNA inh	2	6	-2	-4	0	5
TCR CD3 inh	-3	3	6	-6	-13	5
ABHD4 inh	5	2	3	9	-5	10
NPR2 activator	0	5	-1	-3	2	-4
HTRA1 inhibitor	5	-5	5	7	-9	16
rCAG binder	0	1	5	6	-1	3

37) O=c1cc(-c2ccc(O)cc2)oc2ccc3ccccc3c12
38) CCCCN(C(=O)COC(=O)c1ccc(C)s1)c1c(N)n(CCC)c(=O)[nH]c1=O
39) O=C(CCn1c(=O)[nH]c2ccsc2c1=O)N(CCc1ccccc1)Cc1ccccc1
40) CN(C(=O)c1ccc2nccnc2c1)C1CCCCC1
41) CC(=O)c1c(C)[nH]c(C(=O)OCC(=O)NCc2ccc3c(c2)OCO3)c1C
42) CCCCNS(=O)(=O)c1ccc2nc(-c3cccnc3)cc(C(=O)NCCCOC)c2c1

Compound	37	38	39	40	41	42
GC-A act	-2	3	-11	2	-2	-4
UHRF1 binding	-4	2	-1	4	0	2
SIAE inh	-36	-2	-5	6	-9	-5
PRMT1 FP inh	4	-3	-4	-8	-1	-6
MBD2 DNA inh	2	-5	-3	-1	-2	1
TCR CD3 inh	-2	5	3	0	-2	0
ABHD4 inh	-48	0	-13	-5	2	-5
NPR2 activator	-2	1	-7	4	-2	1
HTRA1 inhibitor	-55	-1	-41	4	4	5
rCAG binder	17	-1	-5	-1	-1	-2

43) CC(C)CN(C)C(=O)CCc1nnc(Cc2ccc(-c3ccccc3)cc2)o1
44) Cc1ccc(O)c(-c2[nH]ncc2C(=O)c2ccc(Cl)cc2)c1
45) O=C(OCC1COC(c2ccccc2)(c2ccccc2)O1)c1ccccc1 (centres undefined)
46) CC1CN(C(=O)C2CC2)C(C)CN1C(=O)C1CC1 (centres undefined)
47) COc1ccccc1N1CCN(Cc2nc(-c3ccc(F)cc3)oc2C)CC1
48) CCN(CC)C(=O)C1CCCN(Cc2ccc3ccccc3c2)C1 (centres undefined)

Compound	43	44	45	46	47	48
GC-A act	1	-6	0	1	-3	-2
UHRF1 binding	0	0	-2	3	4	1
SIAE inh	7	9	-2	-5	4	3
PRMT1 FP inh	-1	-2	-3	2	-2	-5
MBD2 DNA inh	0	-2	5	6	6	-4
TCR CD3 inh	6	-3	0	-5	-1	6
ABHD4 inh	0	-1	-5	-6	3	7
NPR2 activator	1	-5	0	-2	5	1
HTRA1 inhibitor	6	-13	-10	4	-3	0
rCAG binder	-8	4	2	-4	-5	-9

Full records as entered above. Order of values: GC-A act, UHRF1 binding, SIAE inh, PRMT1 FP inh, MBD2 DNA inh, TCR CD3 inh, ABHD4 inh, NPR2 activator, HTRA1 inhibitor, rCAG binder
Shown for COc1ccccc1N1CCN(Cc2nc(-c3ccc(F)cc3)oc2C)CC1 → -3, 4, 4, -2, 6, -1, 3, 5, -3, -5
Shown for CC(C)CN(C)C(=O)CCc1nnc(Cc2ccc(-c3ccccc3)cc2)o1 → 1, 0, 7, -1, 0, 6, 0, 1, 6, -8
Shown for CC1CN(C(=O)C2CC2)C(C)CN1C(=O)C1CC1 (centres undefined) → 1, 3, -5, 2, 6, -5, -6, -2, 4, -4
Shown for CCN(CC)C(=O)C1CCCN(Cc2ccc3ccccc3c2)C1 (centres undefined) → -2, 1, 3, -5, -4, 6, 7, 1, 0, -9

(next part)
49) COc1ccc(SN=C2C(C)=CC(=O)C=C2C)cc1
50) CNC(=O)[C@@H]1CC=C[C@@H]2CCN(c3ccccc3)C(=O)[C@@H]21
51) Cc1cc(C)n(-c2ccc(C(=O)Nc3nnc(C4CC4)s3)cc2)n1
52) Cc1cc2cc(C)c(NCCNC(=O)c3cccs3)nc2cc1C
53) Cc1ccc(/C=C/C(=O)OCC(=O)Nc2cccnc2Cl)o1
54) O=C(Cc1c[nH]c2ccccc12)NCC(=O)Nc1ccc(F)c(F)c1F

Compound	49	50	51	52	53	54
GC-A act	1	1	0	-5	3	-1
UHRF1 binding	0	0	4	0	-3	-1
SIAE inh	9	-4	-3	0	3	0
PRMT1 FP inh	7	0	0	1	1	-5
MBD2 DNA inh	-8	-5	3	3	-2	-7
TCR CD3 inh	3	/	-7	2	1	4
ABHD4 inh	9	2	-2	-3	3	6
NPR2 activator	-2	-2	1	-7	-5	2
HTRA1 inhibitor	-2	/	2	-3	-1	8
rCAG binder	4	/	-3	2	0	0

High-throughput results as filed in PubChem.

Not all compounds are listed; rates above refer to the full screens.
